# TRHR agonist: qHTS for Small Molecule Agonists and Allosteric Enhancers of Human TRH Receptor: Primary Screen for Agonists; 0.18% of 360,000 active; Thyrotropin-releasing hormone receptor (Homo sapiens), P34981; activation, % at 2 µM; TRHR cells, calcium flux fluo-8, FDSS agonist mode; in the data active = activation above about 30%; also: 0% is about no effect
# Target sequence (P34981 whole entry, looked up): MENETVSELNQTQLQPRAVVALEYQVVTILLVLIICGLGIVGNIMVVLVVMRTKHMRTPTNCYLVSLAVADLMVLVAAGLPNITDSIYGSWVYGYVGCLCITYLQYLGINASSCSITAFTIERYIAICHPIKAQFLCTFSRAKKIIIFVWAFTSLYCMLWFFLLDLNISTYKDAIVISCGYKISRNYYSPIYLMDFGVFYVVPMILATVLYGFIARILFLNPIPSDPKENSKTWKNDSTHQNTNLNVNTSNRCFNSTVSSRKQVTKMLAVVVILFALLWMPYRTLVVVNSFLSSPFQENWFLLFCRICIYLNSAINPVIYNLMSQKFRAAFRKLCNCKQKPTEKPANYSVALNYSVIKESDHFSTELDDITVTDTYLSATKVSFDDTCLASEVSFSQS
#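 In this calcium-flux screen, cells bearing human TRHR are dye-loaded with fluo-8, baselined for 10 cycles, then exposed to library compounds; positive kinetic calcium responses during the agonist phase mark hits, with TRH as control.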
# TRHR enhancer: qHTS for Small Molecule Agonists and Allosteric Enhancers of Human TRH Receptor: Primary Screen for Enhancers. TRHR cells, fluo-8 calcium fluorescence, EC20 TRH enhancement. 0.66% of 360,000 active. Thyrotropin-releasing hormone receptor (Homo sapiens), P34981. enhancement, % at 2 µM; in the data active = enhancement above about 30%; also: 0% is about no effect
#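 TRHR-expressing cells loaded with fluo-8 calcium dye were read kinetically (ex 480/em 530) during compound addition, then stimulated with an EC20 of TRH (10 nM final). Enhancement of the Gq-mediated intracellular calcium response was scored.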
# Apoferritin bind: qHTS Assay for Identification of Novel General Anesthetics. AID 485281, 2010. 0.074% of 350,000 active. Ferritin light chain (Equus caballus), P02791. apoferritin/1-aminoanthracene competitive binding, fluorescence. Potency, µM (highest dose often 77.5 µM), inactives show at the top dose activity change, negative = displacement, actives largely listed as inhibitors; also: potency is read from the fitted curve at half-maximal effect; % is scaled to controls: 0 for no effect and ±100 for the full control effect; nearly all actives have a fitted effect of over 20% in size
# Target sequence (P02791 2-175 limits assumed): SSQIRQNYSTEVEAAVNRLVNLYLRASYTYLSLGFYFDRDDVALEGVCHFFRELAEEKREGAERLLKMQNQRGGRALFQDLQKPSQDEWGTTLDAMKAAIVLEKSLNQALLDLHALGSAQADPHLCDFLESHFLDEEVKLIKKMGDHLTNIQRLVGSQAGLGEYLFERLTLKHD
#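 Probe: 1-aminoanthracene (50% saturated, PBS). Protein: horse-spleen apoferritin, 10 uM. Incubation: 10 min, room temperature. Detection: 380 nm excitation, 535 nm emission. Analysis: normalized response, four-parameter Hill.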
# D1 potentiator: Potentiators of Human D1 Dopamine Receptor: qHTS. 0.036% of 360,000 active. HEK293 TREx D1 cells, calcium flux, dopamine EC20 potentiation. potentiation, % at 10 µM. AID 504651, 2011. D(1A) dopamine receptor (Homo sapiens), P21728; in the data active = potentiation above about 30%; also: 0% is about no effect
# Target sequence (P21728 whole entry, looked up): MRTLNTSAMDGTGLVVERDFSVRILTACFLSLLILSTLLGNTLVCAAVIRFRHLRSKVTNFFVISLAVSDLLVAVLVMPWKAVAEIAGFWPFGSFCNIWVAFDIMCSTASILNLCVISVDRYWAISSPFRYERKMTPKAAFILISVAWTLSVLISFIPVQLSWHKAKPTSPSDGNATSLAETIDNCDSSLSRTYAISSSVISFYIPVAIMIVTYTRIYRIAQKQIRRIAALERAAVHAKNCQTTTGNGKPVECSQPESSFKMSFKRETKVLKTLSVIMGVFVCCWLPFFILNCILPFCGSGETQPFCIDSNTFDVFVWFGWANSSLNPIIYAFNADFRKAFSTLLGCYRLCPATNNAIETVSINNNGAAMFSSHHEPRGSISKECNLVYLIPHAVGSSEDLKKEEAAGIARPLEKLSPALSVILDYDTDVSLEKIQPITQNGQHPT
# D1 ag: Allosteric Agonists of the Human D1 Dopamine Receptor: qHTS. HEK293 T-REx D1 cells, calcium flux, agonist mode. activation, % at 2 µM. 1% of 360,000 active. AID 504660, 2011; in the data active = activation above about 30%; also: 0% is about no effect
#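 Inducible HEK293 T-REx D1 cells, force-coupled to calcium signalling, were plated at 4000 cells/well with tetracycline and held overnight at 30 C. After no-wash calcium dye loading, compound-evoked calcium rise over 180 s flagged agonists.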
# RXFP1 antagonist: qHTS Assay for Antagonists of the Relaxin Receptor RXFP1; 0.59% of 350,000 active; AID 1259400, 2018; activity change, negative = inhibition, % at 57.5 µM; Relaxin receptor 1 (Homo sapiens), Q9HBX9; HEK293-RXFP1, relaxin-stimulated cAMP HTRF, 30 min; stronger effect = lower value;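 active = activity change of -60% or lower, but not beyond a set lower limit; inconclusive = change between -60% and -40%, or beyond the set limit; inactive = change above -40%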; also: % is scaled to controls: 0 for no effect and ±100 for the full control effect
# RXFP1 ag: qHTS Assay for Agonists of the Relaxin Receptor RXFP1; AID 2676, 2010; 0.3% of 370,000 active; Relaxin receptor 1 (Homo sapiens), Q9HBX9; Potency, µM (series often up to 57.5 µM), inactives show top-dose activation, actives largely listed as activators; HEK293T-RXFP1 cAMP TR-FRET, 30 min; response scale: percent of porcine relaxin response, buffer zero; also: potency is read from the fitted curve at half-maximal effect; % is scaled to controls: 0 for no effect and ±100 for the full control effect; nearly all actives have a fitted effect of over 60% in size; many of its hits are not listed in these tables
#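 HEK293 cells stably expressing RXFP1, treated 30 min at 37C with compounds plus PDE4 inhibitor Ro 20174; cAMP measured by HTRF TR-FRET. Normalized to buffer and 29 nM porcine relaxin; EC50 by Hill fit.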
# D2 PAM: HTS Assay for Positive Allosteric Modulators of the Human D2 Dopamine Receptor: Primary Screen for Potentiators. 0.34% of 340,000 active. HEK293 T-REx D2, calcium flux, EC20 dopamine potentiation. D(2) dopamine receptor (Homo sapiens), P14416. potentiation, % at 10 µM;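 active = potentiation over 3 SD above the plate norm, cut at about 30% in these data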; also: 0% is about no effect
#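 Cells plated with tetracycline inducer and held overnight at 30 C; calcium dye loaded 30–90 min at room temperature; baseline taken, compound added and read 180 s; EC20 dopamine then added and read 180 s.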
# D1 antag: Antagonist of Human D 1 Dopamine Receptor: qHTS | D(1A) dopamine receptor (Homo sapiens), P21728 | HEK293 TREx D1 cells, calcium flux, dopamine EC80; stronger effect = lower value | activity change, negative = inhibition, % at 10 µM | 3.2% of 360,000 active; in the data active = activity change below about -30%; also: % is scaled to controls: 0 for no effect and ±100 for the full control effect
#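 Using tetracycline-induced force-coupled D1 Hek293 cells and a calcium dye, signals were followed for 180 s after compound, then for 180 s after EC80 dopamine, to detect inhibitors.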
# The depositor's hits bear a star; ? = inconclusive; nt = no result given. Unless noted, calls follow the shape of the dose curve; as a rule, active = well fitted curve in the direction sought with a large enough effect; inconclusive = small, poorly fitted or top-dose-only effect, or another doubt; inactive = no such curve, though single readings can be large; an effect the other way counts as inactive or inconclusive. Not all compounds are listed, so the mix of outcomes need not match the whole.
1) COc1ccc(OCCCC(=O)N(C)CC(=O)Nc2ccccc2Cl)cc1
2) CCC(=O)N1c2ccc(S(=O)(=O)N3CCCCC3)cc2CC1C (stereo not drawn)
3) Cc1csc2nc(O)c(C(=O)NCc3ccc4c(c3)OCO4)c(=O)n12
4) COc1cccc(O)c1CN1CCC(C(=O)Nc2ccc(-c3cccc(C)c3)cc2)CC1
5) CCOc1ccc(C(CC(=O)O)NC(=O)C(CC)c2ccccc2)cc1 (stereo not drawn)

Assay by compound	1	2	3	4	5
TRHR agonist	-0.9	0.2	0.8	0.6	-0.2
TRHR enhancer	1	-3	-6	4	-1
Apoferritin bind	-4%	-11%	nt	?	-10%
D1 potentiator	-6	17	9	2	-3
D1 ag	2	7	16	30	2
RXFP1 antagonist	-3	5	-18	-20	-7
RXFP1 ag	1.3%	-0.6%	1.5%	5.0%	-0.2%
D2 PAM	-11	-4	5	5	-6
D1 antag	-5	-14	9	-10	-19

6) CC(=O)c1ccc(N2C(=O)N(Cc3ccc(F)cc3)c3ccccc3S2(=O)=O)cc1
7) O=C(CSc1nc(=O)[nH]c2c1CCC2)NCc1ccc(F)cc1
8) O=C(NCCN1CCOCC1)c1cc(-c2ccc(Cl)c(Cl)c2)on1
9) O=C(NCC(c1ccco1)N1CCN(c2ccc(F)cc2)CC1)C(=O)NC1CC1 (stereo not drawn)
10) CN(C1CCCCC1)C(CNS(=O)(=O)c1ccc(Cl)cc1)c1ccccc1 (stereo not drawn)

Assay by compound	6	7	8	9	10
TRHR agonist	0.3	0.0	0.6	0.2	0.0
TRHR enhancer	0	3	6	0	-1
Apoferritin bind	-6%	-12%	-6%	nt	-2%
D1 potentiator	-3	1	-2	0	-2
D1 ag	6	1	4	2	2
RXFP1 antagonist	nt	-2	0	-4	-12
RXFP1 ag	0.1%	5.0%	2.0%	1.5%	2.3%
D2 PAM	2	0	20	-6	3
D1 antag	8	nt	6	5	-3

11) O=S(=O)(c1ccc(NCCc2c[nH]c3ccccc23)nc1)N1CCOCC1
12) COc1ccc(C2C3=C(CC(C)(C)CC3=O)Nc3c2c(=O)n(C)c(=O)n3C)cc1OC (stereo not drawn)
13) CCC1=C(c2ccc(C)cc2)S(=O)(=O)N=C1N1CCC(C(=O)NCc2ccccc2Cl)CC1
14) CC1(C)Cc2nc3sc4c(SCC(=O)NC(c5ccccc5)c5ccccc5)ncnc4c3cc2CO1
15) CCOC(=O)c1c(C=O)c(C)n(Cc2ccccc2Cl)c1C

Assay by compound	11	12	13	14	15
TRHR agonist	0.6	0.9	0.3	0.5	-0.2
TRHR enhancer	18	2	9	0	-10
Apoferritin bind	?	-4%	-19%	-15%	?
D1 potentiator	-9	1	-5	-3	-10
D1 ag	4	4	3	0	6
RXFP1 antagonist	-3	-1	-29	8	15
RXFP1 ag	0.5%	6.5%	2.9%	3.2µM*	2.0%
D2 PAM	-6	2	-2	2	-2
D1 antag	-20	-27	2	-5	-7

16) Cc1ccc(Nc2nc(N)c([N+](=O)[O-])c(N3CCOCC3)n2)cc1C
17) COc1ccc(NC(=S)NN2C(C)CCCC2C)cc1 (stereo not drawn)
18) C[C@H](NC(=O)N1CCn2c1nc1ccccc12)C(=O)N1CCCCC1
19) COc1cccc(C(=O)NCC(c2cccnc2)N2CCN(c3ccccc3OC)CC2)c1 (stereo not drawn)
20) CC(NC(=O)CCC(=O)NC(C)c1ccccc1)c1ccccc1 (stereo not drawn)

Assay by compound	16	17	18	19	20
TRHR agonist	-0.7	0.2	-0.2	-0.9	-0.6
TRHR enhancer	24	5	-2	10	-1
Apoferritin bind	?	-4%	0%	-6%	-13%
D1 potentiator	-9	1	2	-1	2
D1 ag	28	3	0	1	1
RXFP1 antagonist	-1	-11	5	-9	6
RXFP1 ag	-1.3%	1.5%	-3.8%	-1.2%	0.1%
D2 PAM	21	5	-2	2	-3
D1 antag	0	12	5	-5	8

21) COc1ccc(C(NC(=O)CC(C)C)NC(=O)CC(C)C)cc1OC
22) CCCCSc1ccc(NC(=O)c2cccnc2)cc1
23) COC(=O)c1[nH]c2ccc(C)cc2c1NC(=O)CN1CCN(Cc2ccccc2)CC1
24) COc1ccc(NC(=O)N2CCN(C(=O)C3CCCO3)CC2)cc1 (stereo not drawn)
25) O=C(c1ccco1)N1CCN(C(c2ccccc2)c2nnnn2C2CCCC2)CC1 (stereo not drawn)

Assay by compound	21	22	23	24	25
TRHR agonist	0.2	0.4	0.8	-0.1	0.3
TRHR enhancer	-1	1	-3	-2	-2
Apoferritin bind	-3%	?	-17%	-2%	-5%
D1 potentiator	1	-9	2	-2	-5
D1 ag	0	5	1	2	1
RXFP1 antagonist	-3	18	2	-7	3
RXFP1 ag	1.3%	0.3%	0.6%	2.1%	0.4%
D2 PAM	9	1	nt	8	0
D1 antag	-2	-11	-10	1	-7

26) Cn1c(CC(=O)Nc2ccc(Cl)cc2)nnc1SCC(=O)N1CCOCC1
27) C=CCn1c(-c2ccc(OC)cc2)csc1=Nc1c(C)n(C)n(-c2ccccc2)c1=O
28) COc1ccc(C(CNC(=O)CCNC(=O)c2ccccc2OC)N2CCCC2)cc1 (stereo not drawn)
29) COc1cc(/C=N/NC(=O)Cc2c[nH]c3ccccc23)cc(OC)c1OC
30) Fc1ccccc1Cn1cnc(NC(=S)NCCc2ccccc2)n1

Assay by compound	26	27	28	29	30
TRHR agonist	0.5	-0.5	0.7	0.6	-0.1
TRHR enhancer	0	0	10	-3	-2
Apoferritin bind	-2%	-6%	nt	-6%	-4%
D1 potentiator	-3	0	-1	-1	-2
D1 ag	3	1	2	1	1
RXFP1 antagonist	-2	-5	-10	-5	nt
RXFP1 ag	0.2%	-0.4%	0.4%	-0.6%	0.4%
D2 PAM	-6	-15	-9	14	-8
D1 antag	-14	-1	-17	8	1

31) O=C(C1CC(c2ccc(F)cc2)=NO1)N1CCc2ccccc2C1 (stereo not drawn)
32) O=C(NC1CCCC1)c1cc(-c2ccccc2)on1
33) O=C(CSc1nc2c(sc3ccccc32)c(=O)n1CCCN1CCOCC1)NCC1CCCO1 (stereo not drawn)
34) Cc1nc(N2CCCCC2)c2c(C)c(C(=O)Nc3ccc4c(c3)OCCO4)sc2n1
35) O=C1CC(Nc2ccc3ccccc3c2)C(=O)N1Cc1ccccc1 (stereo not drawn)

Assay by compound	31	32	33	34	35
TRHR agonist	0.1	-0.6	0.0	1.2	-0.2
TRHR enhancer	4	-3	4	-14	-1
Apoferritin bind	-17%	6%	-5%	-10%	-21%
D1 potentiator	nt	-2	2	1	0
D1 ag	5	0	1	5	-2
RXFP1 antagonist	0	-25	4	-12	3
RXFP1 ag	1.9%	0.0%	1.1%	4.2%	0.5%
D2 PAM	-3	-8	9	2	4
D1 antag	-11	-7	-4	-1	nt

36) CC(Sc1nnc2c(n1)C1CCC2(C)C1(C)C)C(=O)Nc1ccccc1 (stereo not drawn)
37) NNC(=O)c1oc2nc(-c3ccccc3)cc(-c3ccco3)c2c1N
38) CCn1c(=O)c(C(=O)CN2CCN(S(=O)(=O)c3cc(C)ccc3C)CC2)c(N)n(Cc2ccccc2)c1=O
39) O=C(NC1CCN(Cc2ccccc2)CC1)C1CCN(S(=O)(=O)c2cccc3cccnc23)CC1
40) C=CCN(CC=C)C(=S)NC(=O)/C=C/c1ccc(C)cc1

Assay by compound	36	37	38	39	40
TRHR agonist	0.6	2.4	0.3	-2.0	-0.5
TRHR enhancer	-5	-4	2	3	5
Apoferritin bind	-4%	5%	-7%	10%	-6%
D1 potentiator	-3	0	-4	-3	-2
D1 ag	7	10	-1	3	6
RXFP1 antagonist	-8	-17	-6	nt	5
RXFP1 ag	-2.6%	0.0%	4.3%	-1.6%	-6.4%
D2 PAM	-3	-2	14	nt	-8
D1 antag	22	0	-1	-2	-16

41) CCSC1=C(C#N)C(c2cccc(O)c2)CC(=O)N1 (stereo not drawn)
42) OC1CCCN(Cc2cn(Cc3ccccc3)nc2-c2cc3ccccc3o2)C1 (stereo not drawn)
43) COc1cc(/C=N/NC(=O)C2(O)c3ccccc3-c3ccccc32)ccc1O
44) Cc1ccc(NC(=O)c2sc3ccccc3c2Cl)cc1
45) COC(=O)c1cc(C(=O)OCC(=O)NC2CCS(=O)(=O)C2)cc([N+](=O)[O-])c1 (stereo not drawn)

Assay by compound	41	42	43	44	45
TRHR agonist	0.0	2.0	0.8	1.2	0.5
TRHR enhancer	-1	16	-5	11	4
Apoferritin bind	-23%	-10%	3%	2%	-5%
D1 potentiator	-7	-2	-5	0	20
D1 ag	3	16	0	5	8
RXFP1 antagonist	nt	-39	-20	-3	-15
RXFP1 ag	-0.1%	0.4%	-2.1%	?	5.0%
D2 PAM	0	-13	nt	-6	-3
D1 antag	-16	-8	7	5	52

# Molecules listed so far with an aryl thioether with sulfur outside any ring, in the order listed:
7) O=C(CSc1nc(=O)[nH]c2c1CCC2)NCc1ccc(F)cc1
14) CC1(C)Cc2nc3sc4c(SCC(=O)NC(c5ccccc5)c5ccccc5)ncnc4c3cc2CO1
22) CCCCSc1ccc(NC(=O)c2cccnc2)cc1
26) Cn1c(CC(=O)Nc2ccc(Cl)cc2)nnc1SCC(=O)N1CCOCC1
33) O=C(CSc1nc2c(sc3ccccc32)c(=O)n1CCCN1CCOCC1)NCC1CCCO1 (stereo not drawn)
36) CC(Sc1nnc2c(n1)C1CCC2(C)C1(C)C)C(=O)Nc1ccccc1 (stereo not drawn)

Assay by compound	7	14	22	26	33	36
TRHR agonist	0.0	0.5	0.4	0.5	0.0	0.6
TRHR enhancer	3	0	1	0	4	-5
Apoferritin bind	-12%	-15%	?	-2%	-5%	-4%
D1 potentiator	1	-3	-9	-3	2	-3
D1 ag	1	0	5	3	1	7
RXFP1 antagonist	-2	8	18	-2	4	-8
RXFP1 ag	5.0%	3.2µM*	0.3%	0.2%	1.1%	-2.6%
D2 PAM	0	2	1	-6	9	-3
D1 antag	nt	-5	-11	-14	-4	22

# Screening data: PubChem, National Center for Advancing Translational Sciences (NCATS)
